S3 lipid droplet: qHTS Assay for Lipid Storage Modulators in Drosophila S3 Cells | 320,000 compounds, 0.64% hits | Drosophila S3 cells, BODIPY lipid droplet fluorescence, 18-24 h; cells fed with added oleic acid | Potency in µM for hits, for the others lipid storage change, negative = inhibition, % at the top dose, mostly 46.1 µM; active means well fitted inhibition curve with a large enough effect in the signal ratio, with a control signal flat, not every such curve was filed as active; inconclusive means small, poorly fitted or top-dose-only effect, or effect the other way, or a change in a side signal; the % refers to the signal ratio
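Laser-scanning cytometry quantifies lipid droplet accumulation (500–530 nm total intensity; droplet/cell object ratio) in oleic acid-fed (400 uM added) Drosophila S3 cells treated with a concentration series. 20 uM Triacsin C defined 100% inhibition.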
S3 lipid droplet cell count max: also measured in S3 lipid droplet; calls as there; cell number change, %; measured here: cell count max response;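 cells counted by Cell Tracker Red CMTPX staining in the red channel; peak over a dose series mostly up to 46.1 µM; percent activity relative to internal control wells on each plate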
Numbers without * were called inactive; i = inactive; ? = inconclusive; . = not tested or not shown. On the % scale 0 is the no-effect control and ±100 the full control effect; potency means the concentration at half of the fitted maximal effect. Not all compounds are listed (hit frequency here may not be typical).

Cc1cccc(C)c1NC(=O)CCCSc1nnc(-c2ccc(Cl)cc2)n1-c1ccccc1
  S3 lipid droplet: 18.3%
  S3 lipid droplet cell count max: -0.5

Cc1ccc(C(CNC(=O)Nc2ccccc2)N2CCN(C)CC2)cc1 (stereo unspecified)
  S3 lipid droplet: 7.31µM*
  S3 lipid droplet cell count max: 20.2*

Cc1c(CCC(=O)O)c(=O)n2c([nH]c3ccccc32)c1C#N
  S3 lipid droplet: ?
  S3 lipid droplet cell count max: .

FC(F)(F)c1cccc(N2CCN(C(=S)NC3CCCCC3)CC2)c1
  S3 lipid droplet: ?
  S3 lipid droplet cell count max: .

COc1cccc(-c2c[nH]c(=O)[nH]c2=O)c1
  S3 lipid droplet: ?
  S3 lipid droplet cell count max: .

O=C(NCC1(N2CCCCC2)CCCCC1)c1ccc(NS(=O)(=O)c2ccc(F)cc2)cc1
  S3 lipid droplet: ?
  S3 lipid droplet cell count max: .

Cc1cc(NS(=O)(=O)c2ccc(CC(C)C)cc2)no1
  S3 lipid droplet: ?
  S3 lipid droplet cell count max: .

COC(=O)c1c(C)[nH]c(C(=O)CN(C)CC(=O)Nc2cccc(F)c2)c1C
  S3 lipid droplet: ?
  S3 lipid droplet cell count max: .

Cn1c(Cn2cnc3ccccc32)nnc1SCc1ccccc1
  S3 lipid droplet: ?
  S3 lipid droplet cell count max: .

CC(=O)CC(C)(C)Nc1nc2cc([N+](=O)[O-])ccc2o1
  S3 lipid droplet: -5.5%
  S3 lipid droplet cell count max: 11.0

COc1ccc(CC(=O)N(C)CC(=O)Nc2c(C)cccc2C)cc1S(=O)(=O)N1CCOCC1
  S3 lipid droplet: ?
  S3 lipid droplet cell count max: .

COc1ccc(C)cc1S(=O)(=O)N(C)CC(=O)Nc1ccccc1
  S3 lipid droplet: i
  S3 lipid droplet cell count max: .

O=C(CNC(=O)C1COc2ccccc2O1)N/N=C/c1ccc(O)cc1O (stereo unspecified)
  S3 lipid droplet: ?
  S3 lipid droplet cell count max: .

CCN(C(=O)CN1C(=O)/C(=C/c2ccccc2F)SC1=S)C1CCS(=O)(=O)C1 (stereo unspecified)
  S3 lipid droplet: 2.6%
  S3 lipid droplet cell count max: -2.5

C/C(CC(=O)NC12CC3CC(CC(C3)C1)C2)=N\NC(=O)c1ccc(F)cc1
  S3 lipid droplet: ?
  S3 lipid droplet cell count max: .

CCCOC(=O)c1ccc(OCC(O)CN2CCN(C(=O)c3ccccc3)CC2)cc1 (stereo unspecified)
  S3 lipid droplet: 13.2%
  S3 lipid droplet cell count max: 0.9

Cc1nnc(Sc2c(N)n(C)c(=O)n(C)c2=O)s1
  S3 lipid droplet: i
  S3 lipid droplet cell count max: 1.8

O=C(O)CSCc1nc2ccccc2s1
  S3 lipid droplet: 9.0%
  S3 lipid droplet cell count max: 24.4

Cc1nn(CC(=O)NCCc2ccccc2)c(=O)c2cccn12
  S3 lipid droplet: i
  S3 lipid droplet cell count max: 6.1

Cc1nn(Cc2ccccc2)c(N)c1C#N
  S3 lipid droplet: ?
  S3 lipid droplet cell count max: .

CC1CCCCC1NC1=NCCCS1 (stereo unspecified)
  S3 lipid droplet: i
  S3 lipid droplet cell count max: .

O=C(NCC1CCCO1)Nc1ccc(Cl)cc1 (stereo unspecified)
  S3 lipid droplet: ?
  S3 lipid droplet cell count max: .

O=S(=O)(Nc1ccc(N2CCCCC2)cc1)c1ccc(F)cc1F
  S3 lipid droplet: -10.5%
  S3 lipid droplet cell count max: -3.1

O=C(Nc1ccc(F)cc1)c1ccc(S(=O)(=O)N2CCCC2)cc1
  S3 lipid droplet: ?
  S3 lipid droplet cell count max: .

CCc1ccc(N2CC34C=CC(O3)C(C(=O)OC)C4C2=O)cc1 (stereo unspecified)
  S3 lipid droplet: -8.5%
  S3 lipid droplet cell count max: -9.5

In the list so far, 2 have a cyano group:
Cc1c(CCC(=O)O)c(=O)n2c([nH]c3ccccc32)c1C#N
  S3 lipid droplet: ?
  S3 lipid droplet cell count max: .

Cc1nn(Cc2ccccc2)c(N)c1C#N
  S3 lipid droplet: ?
  S3 lipid droplet cell count max: .

Part of the list above, in CSV form.
canonical_smiles,S3 lipid droplet,S3 lipid droplet cell count max
COc1cccc(-c2c[nH]c(=O)[nH]c2=O)c1,?,.
O=C(NCC1(N2CCCCC2)CCCCC1)c1ccc(NS(=O)(=O)c2ccc(F)cc2)cc1,?,.
Cc1cc(NS(=O)(=O)c2ccc(CC(C)C)cc2)no1,?,.
COC(=O)c1c(C)[nH]c(C(=O)CN(C)CC(=O)Nc2cccc(F)c2)c1C,?,.
Cn1c(Cn2cnc3ccccc32)nnc1SCc1ccccc1,?,.

Back to the main list, starting 6 compounds before the break.
Cc1nn(Cc2ccccc2)c(N)c1C#N
  S3 lipid droplet: ?
  S3 lipid droplet cell count max: .

CC1CCCCC1NC1=NCCCS1 (stereo unspecified)
  S3 lipid droplet: i
  S3 lipid droplet cell count max: .

O=C(NCC1CCCO1)Nc1ccc(Cl)cc1 (stereo unspecified)
  S3 lipid droplet: ?
  S3 lipid droplet cell count max: .

O=S(=O)(Nc1ccc(N2CCCCC2)cc1)c1ccc(F)cc1F
  S3 lipid droplet: -10.5%
  S3 lipid droplet cell count max: -3.1

O=C(Nc1ccc(F)cc1)c1ccc(S(=O)(=O)N2CCCC2)cc1
  S3 lipid droplet: ?
  S3 lipid droplet cell count max: .

CCc1ccc(N2CC34C=CC(O3)C(C(=O)OC)C4C2=O)cc1 (stereo unspecified)
  S3 lipid droplet: -8.5%
  S3 lipid droplet cell count max: -9.5

COc1ccc(NC(=O)C2CCC(CNc3c(N4CCC(C)CC4)c(=O)c3=O)CC2)cc1OC (stereo unspecified)
  S3 lipid droplet: ?
  S3 lipid droplet cell count max: .

Cc1nn(-c2ccccc2)c(N)c1C(O)(C(F)(F)F)C(F)(F)F
  S3 lipid droplet: ?
  S3 lipid droplet cell count max: .

CSc1nc(Cl)c(Cc2ccc(OC(C)C)cc2)c(N(C)C)n1
  S3 lipid droplet: -15.3%
  S3 lipid droplet cell count max: -17.2

O=C(NCc1csc(-c2cccs2)n1)Nc1ccc(C(F)(F)F)cc1
  S3 lipid droplet: -3.2%
  S3 lipid droplet cell count max: -0.6

O=C(CSc1nnc2n1CCCN2)c1ccccc1
  S3 lipid droplet: -5.4%
  S3 lipid droplet cell count max: -6.5

CCCNC(=O)COc1ccc(-c2nn(C)c(=O)c3ccccc23)cc1
  S3 lipid droplet: ?
  S3 lipid droplet cell count max: .

C/C(N)=C(/C#N)C(=O)CSc1nnc(Nc2ccccc2C)s1
  S3 lipid droplet: ?
  S3 lipid droplet cell count max: .

Cc1cc(NC(=O)COc2cccc([N+](=O)[O-])c2)no1
  S3 lipid droplet: ?
  S3 lipid droplet cell count max: .

COc1ccc(S(=O)(=O)N(C)CC(=O)Nc2ccc3c(c2)OCO3)cc1OC
  S3 lipid droplet: i
  S3 lipid droplet cell count max: .

O=C(NCCN1CCCCC1)/C(=N\O)c1ccccc1
  S3 lipid droplet: -11.6%
  S3 lipid droplet cell count max: 0.6

O=C(CSc1nnc(-c2cccnc2)n1Cc1ccco1)c1ccc(Cl)cc1
  S3 lipid droplet: ?
  S3 lipid droplet cell count max: .

COc1ccc(CC(=O)NCCS(=O)(=O)N2CCN(c3ccccc3OC)CC2)cc1
  S3 lipid droplet: ?
  S3 lipid droplet cell count max: .

COc1cc2c(cc1OC)C(COc1ccc([N+](=O)[O-])cc1)NCC2 (stereo unspecified)
  S3 lipid droplet: ?
  S3 lipid droplet cell count max: .

Cc1ccc(S(=O)(=O)N/N=C/c2cnn(C)c2C)cc1
  S3 lipid droplet: 3.8%
  S3 lipid droplet cell count max: 7.1

Cc1ccc(NC(=O)COCC(=O)Nc2ccc(C)cc2)cc1
  S3 lipid droplet: -0.7%
  S3 lipid droplet cell count max: -23.0

O=C(NNC(=O)c1ccc(NC(=O)c2ccccc2)cc1)c1ccccc1
  S3 lipid droplet: ?
  S3 lipid droplet cell count max: .

CC(C)(C)C(=O)NNC(=O)c1cc2sccc2s1
  S3 lipid droplet: -7.1%
  S3 lipid droplet cell count max: 13.7

COc1cc(CNn2cnnc2)ccc1OCC(=O)NC(C)(C)C
  S3 lipid droplet: ?
  S3 lipid droplet cell count max: .

Cc1ccc(S(=O)(=O)NCCC(=O)N2CCC(Cc3ccccc3)CC2)cc1
  S3 lipid droplet: 4.0%
  S3 lipid droplet cell count max: 1.0

COc1ccc(C/C(N)=N/OC(=O)CCc2ccccc2)cc1
  S3 lipid droplet: ?
  S3 lipid droplet cell count max: .

CCOC(=O)c1ccccc1NC(=O)c1cccc(F)c1
  S3 lipid droplet: ?
  S3 lipid droplet cell count max: .

O=C1C2=C(CCCC2)C(=O)N1c1cccc(OCCBr)c1
  S3 lipid droplet: ?
  S3 lipid droplet cell count max: .

COCCN(C(=S)Nc1ccc(C(C)C)cc1)C(C)c1cccs1 (stereo unspecified)
  S3 lipid droplet: ?
  S3 lipid droplet cell count max: .

O=C1CCCc2ccccc2N1Cc1ccc(Cl)cc1Cl
  S3 lipid droplet: i
  S3 lipid droplet cell count max: .

COc1cc(NC(=S)NCCC(c2ccccc2)c2ccccc2)c(OC)cc1Cl
  S3 lipid droplet: -9.2%
  S3 lipid droplet cell count max: 5.8

Arranged by the number under S3 lipid droplet (largest number first): 6 from the list above.
mol	S3 lipid droplet
O=C(O)CSCc1nc2ccccc2s1	9.0%
Cc1ccc(S(=O)(=O)NCCC(=O)N2CCC(Cc3ccccc3)CC2)cc1	4.0%
CCN(C(=O)CN1C(=O)/C(=C/c2ccccc2F)SC1=S)C1CCS(=O)(=O)C1 (stereo unspecified)	2.6%
O=C(CSc1nnc2n1CCCN2)c1ccccc1	-5.4%
CC(=O)CC(C)(C)Nc1nc2cc([N+](=O)[O-])ccc2o1	-5.5%
CCc1ccc(N2CC34C=CC(O3)C(C(=O)OC)C4C2=O)cc1 (stereo unspecified)	-8.5%

(listing goes on)
O=C(O)C1CCCN(C(=O)NCc2ccccc2)C1 (stereo unspecified)
  S3 lipid droplet: ?
  S3 lipid droplet cell count max: .

Cc1cc(C(=O)Nc2cccc(O)c2)c(C)o1
  S3 lipid droplet: i
  S3 lipid droplet cell count max: .

Cc1nc(NS(=O)(=O)c2ccc(Cl)s2)c2c3c(sc2n1)CCCC3
  S3 lipid droplet: -23.9%
  S3 lipid droplet cell count max: -34.2

Cc1c(Cl)c([N+](=O)[O-])nn1CCCC(=O)Nc1cc(Cl)ccc1Cl
  S3 lipid droplet: 6.1%
  S3 lipid droplet cell count max: -2.9

Cc1cccc(Nc2nc(-c3ccc4c(c3)OCCO4)cs2)c1
  S3 lipid droplet: i
  S3 lipid droplet cell count max: .

C=CCSc1nc2c(C(=O)OCC)nnn2c2ccccc12
  S3 lipid droplet: 10.2%
  S3 lipid droplet cell count max: 6.4

CC[n+]1ccc(/C=C/c2ccc(N(C)C)cc2)c2ccccc21
  S3 lipid droplet: ?
  S3 lipid droplet cell count max: .

Cc1ccc(-c2csc3ncnc(SCC(=O)NCc4ccc5c(c4)OCO5)c23)cc1
  S3 lipid droplet: 4.4%
  S3 lipid droplet cell count max: -1.5

Cc1ccn2c(=O)nc(SCC(=O)NC3CCCCC3)nc2c1
  S3 lipid droplet: ?
  S3 lipid droplet cell count max: .

CCn1cc(CN2CCCC(CNS(=O)(=O)Cc3ccccc3)C2)cn1 (stereo unspecified)
  S3 lipid droplet: -4.1%
  S3 lipid droplet cell count max: 18.7

CCC(C)(C)NC(=O)CN(CC1CCCO1)C(=O)CNS(=O)(=O)c1ccccc1 (stereo unspecified)
  S3 lipid droplet: ?
  S3 lipid droplet cell count max: .

CC(Sc1nc(N(C)C)nc(N2CCOCC2)n1)C(=O)Nc1ccccc1 (stereo unspecified)
  S3 lipid droplet: ?
  S3 lipid droplet cell count max: .

COc1cccc(OCCn2cc(C(=O)c3ccco3)c3ccccc32)c1
  S3 lipid droplet: i
  S3 lipid droplet cell count max: .

N#C/C(=C(/O)COC(=O)Cc1c[nH]c2ccccc12)c1nc2ccccc2[nH]1
  S3 lipid droplet: 5.2%
  S3 lipid droplet cell count max: -10.6

CC(=O)Oc1cc2c(cc1Cl)C1(CC(c3ccccc3Cl)O2)CC(C)(C)NC(=S)N1 (stereo unspecified)
  S3 lipid droplet: ?
  S3 lipid droplet cell count max: .

Cc1ccc(S(=O)(=O)NCCC(=O)Nc2nccs2)cc1
  S3 lipid droplet: ?
  S3 lipid droplet cell count max: .

O=C(NCC1CCCO1)/C(=C\c1ccco1)NC(=O)c1ccccc1 (stereo unspecified)
  S3 lipid droplet: i
  S3 lipid droplet cell count max: -18.3

CC1CCCN(C(=O)c2ccc3c(c2)OCO3)C1 (stereo unspecified)
  S3 lipid droplet: ?
  S3 lipid droplet cell count max: .

Cc1cc(C(F)F)n2nc(C(=O)Nc3sc4c(c3C#N)CCC4)nc2n1
  S3 lipid droplet: 3.6%
  S3 lipid droplet cell count max: -0.8

CC1CCCC(C)N1c1nnc(N)s1 (stereo unspecified)
  S3 lipid droplet: 0.1%
  S3 lipid droplet cell count max: 17.4

COC(=O)c1cc(C)sc1NC(=O)c1cccnc1
  S3 lipid droplet: ?
  S3 lipid droplet cell count max: .

CCCCn1c(-c2cc(Cl)ccc2OC)n[nH]c1=S
  S3 lipid droplet: ?
  S3 lipid droplet cell count max: .

CCSc1ccc(/C(N)=N/OC(=O)c2cccs2)cn1
  S3 lipid droplet: -2.2%
  S3 lipid droplet cell count max: 25.3

COc1ccc(CNC(=O)COc2ccc(S(=O)(=O)NC(C)C)cc2)cc1
  S3 lipid droplet: 1.3%
  S3 lipid droplet cell count max: -13.5

CCCCC(=O)Nc1ccc(C(=O)NCCCn2ccnc2)cc1
  S3 lipid droplet: i
  S3 lipid droplet cell count max: .

CC(C)NC(=O)NC(=O)COc1ncnc2sccc12
  S3 lipid droplet: i
  S3 lipid droplet cell count max: .
